Screening data deposited in PubChem by several laboratories.
HIF-2a inh – HIF-2a reporter inhibitors, primary screen, luminescence, 786-0 RCC cells. inhibition, % at 18.8 µM. actives 0.72% (n = 360,000). 786-0 RCC cells HIF-2a reporter, luciferase luminescence, overnight;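 active = inhibition of the luminescence signal of 40% or more relative to plate controls, in a single-dose primary screen at 18.75 µM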
Shn3 3UTR inh – reduction of Shn3 3'UTR firefly luciferase signal, primary screen, Schnurri-3 inhibitor project, cell-based, Clone20 osteoblasts, set 2 | Clone20 osteoblast Shn3 3'UTR firefly luciferase, 24 h | inhibition, % at 12.5 µM | actives 0.52% (n = 360,000);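 active = mean inhibition of at least 75% with every replicate also reaching 75%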;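 also: 0% = median of neutral control wells and 100% = pilot-screen positive control compound; some compounds past the cut are filed as inactive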
NR2E3 ag-1 – inhibitors of NR2E3-RetCOR corepressor binding, primary screen, NR2E3 agonist project, biochemical, TR-FRET, GST-NR2E3, biotin-RetCOR; 1536-well; inhibition of corepressor binding, % at 4.78 µM; actives 0.12% (n = 320,000); AID 2300, 2010;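 active = percent inhibition above the cutoff of mean plus 3 SD of all tested compounds, set per screening campaign, cut at about 20% in these data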;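 also: 0% = DMSO wells and 100% = biotin wells as full block of FRET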
Target sequence (Q9Y5X4 whole entry, looked up): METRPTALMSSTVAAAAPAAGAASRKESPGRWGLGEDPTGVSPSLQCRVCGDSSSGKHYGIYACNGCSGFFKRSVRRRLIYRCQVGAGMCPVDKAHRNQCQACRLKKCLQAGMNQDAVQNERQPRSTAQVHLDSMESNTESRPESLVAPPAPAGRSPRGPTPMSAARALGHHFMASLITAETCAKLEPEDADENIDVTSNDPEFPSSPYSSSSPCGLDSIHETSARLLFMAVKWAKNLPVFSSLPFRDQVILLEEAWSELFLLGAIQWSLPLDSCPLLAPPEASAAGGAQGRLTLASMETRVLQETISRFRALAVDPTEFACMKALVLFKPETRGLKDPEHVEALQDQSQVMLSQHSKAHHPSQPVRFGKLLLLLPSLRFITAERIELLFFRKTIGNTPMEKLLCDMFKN
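Material: NR2E3–RetCOR corepressor complex / Incubation: Compound–protein incubation for 5 h at 4 °C / Dosing: compound at 4.8 µM, single dose / Detection: time-resolved FRET / Benchmarks: high control biotin, low control 0.6% DMSO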
TRAIL sens C8 – viability loss with TRAIL in NB7+C8 cells, primary screen, TRAIL sensitizer project, cell-based, ATPlite luminescence; actives 1% (n = 360,000); AID 624354, 2012; inhibition (viability loss, TRAIL sensitization), % at 10 µM;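 active = compounds causing at least 50% loss of cell viability in the single-dose screen, relative to plate controls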
TROY signal inh – inhibitors of TROY-driven NF-kB signaling, primary screen, Q293 LMP1-TROYcd cells, NF-kB luciferase, uHTS; Q293 LMP1-TROYcd NF-kB luciferase reporter, 4 h; inhibition, % at 10 µM; actives 0.98% (n = 360,000);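 active = compounds whose plate-normalised and pattern-corrected inhibition of the luciferase reporter signal at the single screening dose is 50% or more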
NR2E3 ag-2 – NR2E3 agonists in two-hybrid cells, primary screen, cell-based, luminescence, CHO-S, Gal4-NCOR/VP16-NR2E3; AID 602229, 2012; Photoreceptor-specific nuclear receptor (Homo sapiens), Q9Y5X4; luciferase; inhibition of corepressor binding, % at 3.98 µM; actives 0.35% (n = 360,000);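 active = inhibition above the mean of all tested compounds plus 3 SD, cut at about 70% in these data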;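 also: 0% = DMSO with NR2E3 transfected cells and 100% = cells lacking NR2E3 construct; higher means lower luciferase signal from less NR2E3 corepressor binding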
TWEAK-Fn14 inh – inhibitors of TWEAK-Fn14 signaling, primary screen, luciferase reporter cells, uHTS | TWEAK-stimulated Fn14 reporter cells, luciferase luminescence, 8 h | inhibition, % at 10 µM | actives 2% (n = 360,000); in the data active = inhibition above about 50%
CF NFkB inh – inhibitors of PAF-induced NF-kB signaling, primary screen, cell-based, GFP fluorescence, uHTS; inhibition, % at 5 µM; actives 0.86% (n = 360,000); KKLEB NF-kB-GFP reporter, GFP fluorescence overnight;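 active = at least 50% inhibition at 5 µM, scaled per plate between neutral and stimulator controls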;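 also: PAF is a Pseudomonas aeruginosa culture filtrate used as stimulus; plate controls were PAF-stimulated DMSO wells for no effect and unstimulated DMSO wells for full effect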
TRPM1 prom inh – inhibitors of MITF-dependent TRPM1 promoter reporter, primary screen, cell-based, SK-MEL-5, single point, luciferase; SK-MEL-5 TRPM1 promoter luciferase, 24 h; AID 488899, 2010; actives 0.83% (n = 330,000); inhibition, % at 12.5 µM;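 active = mean inhibition across replicates of 60% or more, whatever share of single replicates reaches that level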; also: values of inactives mirror those of a sister screen read the other way
KKLEB cytotox – cytotoxicity in KKLEB CF airway cells, primary screen, cytotoxicity control for CF NF-kB inhibitor project, cell-based, uHTS, fluorescence assay plates. actives 0.36% (n = 360,000). AID 602141, 2011. KKLEB CF airway cells viability, ATPlite luminescence, overnight; stronger effect = lower value; cells stimulated with P. aeruginosa culture filtrate. activity change (cytotoxicity), % at 5 µM;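 active = corrected activity change at or below -50% at 5 µM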
Peg3 promoter – Peg3 promoter-driven luciferase inhibitors, primary screen, cell-based, HeLa, luciferase luminescence; HeLa PEG-Prom luciferase reporter, overnight; inhibition, % at 20 µM; actives 1.7% (n = 360,000); AID 588405, 2011;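 active = inhibition of at least 50% at 20 µM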
* marks the source's active call; other numbers are inactive results; / = no result given. Only part of the results is shown, so the mix of outcomes need not match the whole.

SMILES	HIF-2a inh	Shn3 3UTR inh	NR2E3 ag-1	TRAIL sens C8	TROY signal inh	NR2E3 ag-2	TWEAK-Fn14 inh	CF NFkB inh	TRPM1 prom inh	KKLEB cytotox	Peg3 promoter
NNC(=O)c1cc(-c2ccc(O)cc2)nc2ccc(Br)cc12	2	-7	-2	6	10	-21	-34	-28	0	4	-4
C=CCNC(=O)NC(=O)COC(=O)CCCSc1nc2ccccc2[nH]1	16	4	-1	-12	-21	4	1	-3	1	5	0
COCC(=O)N1CCN(c2nc3ccccc3o2)CC1	-27	-4	0	1	-19	-15	6	6	-6	0	-33
Cc1cc(C(=O)CN2C(=O)NC3(CCCc4sccc43)C2=O)c(C)n1-c1ccccc1 (stereo not drawn)	-98	-3	2	-3	-29	-3	-12	5	-15	1	-63
CCOc1ccc(N2C(=O)CC(SC(=NC)Nc3ccc(F)cc3)C2=O)cc1 (stereo not drawn)	20	-5	3	2	0	0	25	-14	9	2	32
O=C(COc1ccc(Br)cc1)NC(=S)Nc1ccccc1N1CCOCC1	-2	6	0	3	-16	9	-16	-58	8	12	-3
CN(CC(=O)Nc1ccc(F)cc1)C(=O)CCc1nc2ccccc2c(=O)[nH]1	8	-6	-1	14	-2	3	-2	-10	4	-1	-5
Cc1ccccc1C(=O)N1CCN(c2ccc(NC(=O)c3ccco3)cc2Cl)CC1	15	54	0	8	34	40	-22	45	16	-6	7
CC(C)COc1ccc(C(=O)Nc2ccc(N3CCOCC3)cc2N2CCOCC2)cc1	-12	11	0	-2	16	-7	-5	3	-12	-8	17
CCNc1ccc(S(=O)(=O)N2CCOCC2)cc1NCC(=O)Nc1cccc(Br)c1	9	58	/	-9	5	7	4	-9	/	-8	7
CC(C)Oc1cc(NC(=O)CS(=O)(=O)CC(=O)N(C)C)c(Cl)cc1Cl	7	-7	3	-2	6	6	-18	-6	9	-2	0
CN1CCN(S(=O)(=O)c2ccc(N(C)Cc3ccc(OC(F)F)cc3)c([N+](=O)[O-])c2)CC1	9	29	3	9	13	30	13	-2	10	22	20
CC1CCN(C(=O)Cn2c(=O)oc3cc(S(=O)(=O)N4CCCCC4)ccc32)CC1	13	8	3	6	-9	-3	-18	-12	2	5	7
NC(=O)CCC(NS(=O)(=O)c1ccc(Cl)cc1)C(=O)NCC1CCCCC1 (stereo not drawn)	0	0	2	8	-12	-17	2	-5	/	7	-6
CNC(=O)N(C1=NCCCCC1)c1ccc(Br)cc1	18	-10	-3	-6	8	-9	-16	5	1	-21	14

One compound at a time, from the list above:
`CC(C)Oc1cc(NC(=O)CS(=O)(=O)CC(=O)N(C)C)c(Cl)cc1Cl` reads HIF-2a inh: 7; Shn3 3UTR inh: -7; NR2E3 ag-1: 3; TRAIL sens C8: -2; TROY signal inh: 6; NR2E3 ag-2: 6; TWEAK-Fn14 inh: -18; CF NFkB inh: -6; TRPM1 prom inh: 9; KKLEB cytotox: -2; Peg3 promoter: 0
`CCOc1ccc(N2C(=O)CC(SC(=NC)Nc3ccc(F)cc3)C2=O)cc1` (stereo not drawn) reads HIF-2a inh: 20; Shn3 3UTR inh: -5; NR2E3 ag-1: 3; TRAIL sens C8: 2; TROY signal inh: 0; NR2E3 ag-2: 0; TWEAK-Fn14 inh: 25; CF NFkB inh: -14; TRPM1 prom inh: 9; KKLEB cytotox: 2; Peg3 promoter: 32

Next records.
SMILES	HIF-2a inh	Shn3 3UTR inh	NR2E3 ag-1	TRAIL sens C8	TROY signal inh	NR2E3 ag-2	TWEAK-Fn14 inh	CF NFkB inh	TRPM1 prom inh	KKLEB cytotox	Peg3 promoter
COc1ccc(NC(=O)CSc2nnc(Cc3ccccc3)c(=O)n2N)cc1OC	-3	-1	1	-5	-28	6	-1	-35	-2	7	-1
Cc1ccc2nc3c(c(N)c2c1)CCN3C	-8	4	-1	-1	-4	-21	12	-36	8	9	-21
C=CCn1c(NC)cc(=O)n(C)c1=O	13	-25	0	6	5	-1	-6	0	-11	7	-3
O=C(Nc1ccccc1[N+](=O)[O-])c1cc(S(=O)(=O)Nc2ccccn2)ccc1Cl	7	11	1	8	-10	-35	-1	17	2	-6	16
COC(=O)c1ccc(NC(=O)CSc2nnc(C(C)NC(=O)c3ccccc3Cl)n2C)cc1 (stereo not drawn)	3	-9	1	-23	6	-17	7	-18	-9	4	-5
O=C(NC1CCCC1)C(c1ccccc1F)N(C(=O)c1ccco1)C1CCCC1 (stereo not drawn)	6	8	-1	1	10	-6	-13	-14	0	6	18
COc1nc(-c2ccc(C)cc2)ccc1-c1noc(-c2cccnc2)n1	-6	11	1	11	-8	-2	0	53*	4	-32	-14
CN(C(=O)c1ccc(NC(=O)Cc2ccc(NC(=O)C3CCCN(C(=O)CCc4ccccc4)C3)cc2)cc1)C1CCCC1 (stereo not drawn)	-2	7	/	16	16	-17	36	18	9	0	1
CC(=O)Nc1ccc(Nc2ncnc3c2cnn3-c2ccc(C)cc2C)cc1	30	12	-3	0	-8	8	-9	-14	-5	6	6
Cc1ccc(C(=O)COC(=O)c2cc(=O)[nH]c3ccccc23)cc1C	-187	-37	0	13	-39	-23	-19	6	-53	6	-60
COc1ccccc1C(=O)NCCC(=O)NCc1cccnc1	5	-13	1	-8	-3	-5	5	9	11	18	2
CCOC1=C2[C@@H](CN(S(=O)(=O)c3ccc(C)cc3)[C@H]2c2ccccc2Cl)[C@H]2C(=O)N(Cc3ccccc3)C(=O)[C@H]2C1	-23	2	/	-1	21	-14	10	31	/	3	-7
COc1ccc(OCC(O)CNC(=O)c2ccccc2)cc1 (stereo not drawn)	26	1	-4	-5	14	-14	-9	14	6	-5	5
O=C(COc1coc(CN2CCc3ccccc32)cc1=O)Nc1ccc([N+](=O)[O-])cc1	3	7	0	9	-5	-39	1	-3	3	-7	8
O=C(c1cn(Cc2ccccc2)nc1-c1cccnc1)N1CCc2ccccc2C1	20	0	3	-8	-5	-6	15	0	7	8	10
CCN1CC=C2C(C#N)=C(N)C(C#N)(C#N)[C@H](c3ccoc3)[C@H]2C1	21	7	2	4	-9	-24	2	-19	6	10	6
N#CCCN(C(=O)COc1ccc(Br)cc1F)c1ccc(F)cc1	12	4	6	8	-8	-40	-8	-3	10	0	16
COc1cccc(OC)c1C(=O)Nc1ccc(N2CCCCC2)cc1	-4	1	-1	6	-7	11	1	-14	2	11	4
COc1ccccc1C(=O)NCC(=O)N1CCN(C/C=C/c2ccccc2)CC1	8	1	/	-10	-6	3	8	4	10	-16	17
O=C(O)c1ccccc1C(=O)NC1CCN(c2nccc(C(F)(F)F)n2)CC1	24	-11	-2	-13	-7	-12	12	7	0	2	10
COc1ccc(/C=C2/SC(=S)N(CCC(=O)Nc3cccnc3)C2=O)cc1OC	-6	-22	/	-9	-41	14	-12	-6	/	-12	-85
Cn1cnc(S(=O)(=O)Nc2ccc(C(F)(F)F)cc2)c1	15	-9	4	4	0	-9	-5	8	-5	-4	-3
COCCNc1ncnc2c1ncn2[C@H]1CN(Cc2ccc(-c3ccccc3)cc2)C[C@@H](CO)O1	1	43	/	10	29	36	30	-26	/	9	4
CC(C)(C)c1ccc(Oc2ccc(NC(=O)c3ccccc3C(=O)O)cn2)cc1	56*	44	-1	-1	15	35	35	10	/	-12	12
C=CCN1C(=O)C(CC(=O)NCC)SC1=Nc1ccc(S(N)(=O)=O)cc1 (stereo not drawn)	13	-14	0	3	24	-6	8	2	-6	-8	-192
CC(C)NC(=O)Nc1ccc(Br)cc1Cl	-31	-1	-3	22	7	-10	11	9	-1	23	-25
CCNc1nc(Oc2ccccc2)nc(OC(C)C(=O)OCC)n1 (stereo not drawn)	11	0	-1	5	4	3	4	-10	-8	-1	12
O=C(Nc1sc2c(c1C(=O)O)CCC2)c1ccccc1Cl	68*	7	2	-7	17	-33	23	-6	-9	10	20
C[C@@H]1CN([C@@H](C)CO)C(=O)CCCn2nncc2CO[C@H]1CN(C)S(=O)(=O)c1ccccc1	4	0	/	-13	8	-23	2	12	/	-9	-16
O=C(CN1CCCCCC1)N/N=C/c1cccs1	-8	-1	1	-2	0	-11	-14	15	10	11	15
COc1ccc(-n2nc(C(=O)NCC(=O)NCCCN3CCCCCC3)c3ccccc3c2=O)cc1Cl	9	3	0	-8	9	2	34	-10	-5	1	2
COCc1ccc(CN2CCC(n3nccc3NC(=O)C(OC)c3ccccc3)CC2)o1 (stereo not drawn)	8	-5	2	1	1	12	17	-14	21	-7	18
CCNC(=O)C1(C)CCN(C(=O)c2ccc3snnc3c2)C1 (stereo not drawn)	7	-8	/	-6	-15	-1	-22	-14	/	10	-5
COc1cccc2c(=O)n(CC(=O)N3CCN(c4ccccc4)CC3)ccc12	17	-8	-2	0	4	-8	16	-8	/	3	25
CCOC(=O)C1=C(CC)Nc2ccccc2N=C1NC(=O)CCNC(C)=O	12	-2	-2	-13	-4	3	0	16	-17	-3	3
COc1ccc(NC(=O)CN(C)C(=O)c2ccc(S(=O)(=O)Nc3ccccc3F)cc2)cc1	-8	5	2	14	-1	-6	3	-25	-5	26	-14
Cc1ccc(C(=O)NC(=S)Nc2cccc(NC(=O)c3ccccc3)c2)cc1[N+](=O)[O-]	-10	10	-3	-11	-12	-3	2	6	0	9	-1
O=C(c1cc(C2CC2)on1)N1CCCC(N2CCN(c3ccc(F)cc3)CC2)C1 (stereo not drawn)	2	9	-1	-6	12	-12	-18	-4	-1	6	1
CC(=O)NS(=O)(=O)c1ccc(NC(=O)NC2CCCCC2)cc1	3	-33	0	-1	18	11	0	-1	2	-5	10
CCCn1nc(C(=O)NNC(=O)C2CSC3(C)CCC(=O)N23)c2ccccc2c1=O (stereo not drawn)	5	-11	1	1	-1	-1	0	-10	9	9	-2
Cc1ccc(CN2C(=O)CCC2C(=O)NCc2ccc3c(c2)OCO3)cc1 (stereo not drawn)	-5	8	2	-6	15	-24	9	-6	-2	9	13
COc1ccc(CC(=O)Nc2ccc(-c3csc(C)n3)cc2)cc1	-45	-10	8	-7	-9	7	-19	-10	-18	-4	-28
O=C(CCS(=O)(=O)c1ccccc1)Nc1ccc(N2CCOCC2)cc1	-30	-1	0	-4	-23	1	3	-9	-12	-5	-17
O=C1c2ccc(-c3ccc4c(c3)C(=O)N(CCO)C4=O)cc2C(=O)N1CCO	12	-2	2	16	-19	-32	-14	-23	-11	10	-7
O=C(COC(=O)c1ccc(Br)o1)NCC1CCCCC1	9	-5	/	-2	4	-4	-12	21	-6	-1	-2
Cc1ccc(NC(=O)CSc2nc(=O)cc(N)n2-c2ccccc2)cc1	-1	-7	2	1	-3	-23	-20	3	1	-8	5
C=CCNC(=S)N1CCC(C(N)=O)CC1	12	-13	-2	-8	-16	-16	10	11	-3	5	10
